# HCV inh: inhibitors of hepatitis C virus infection | AID 651820 | 3.4% of 340,000 active | Huh7.5.1 HCVcc-Cre infection, luciferase reporter, 44 h | Potency, µM (doses to about 41.8 µM), for inactives: at the highest dose activity change, negative = inhibition, hits mostly inhibitors; active = well fitted inhibition curve with a large enough effect; inconclusive = small, poorly fitted or top-dose-only effect, or another doubt; inactive = no such curve, though single readings can be large or run the other way
#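 Reporter virus HCVcc-Cre (~0.5 moi) infects cells exposed to compound; seeding density 1,000 cells/well with 4 h settling beforehand. Luminescence, 15 sec read, taken 44 h post-infection following a 15 min RT substrate incubation.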
# * hit, by the source's call; ? = inconclusive; [ ] = another dose, or the depositor's remark. % is set by controls: 0 for no effect and ±100 for the full control effect; potency is the fitted concentration of half-maximal effect. The list is partial. The share of hits here may be higher or lower than overall.
# A first look, 6 compounds:
Molecule,HCV inh
Cc1ccc(Cn2c(C(C)Nc3nc(-c4ccc(F)cc4)cs3)nc3cc(Cl)c(Cl)cc32)cc1 (centres undefined),7%
CCOC(=O)C1(Cc2ccccc2C)CCCN(C(=O)CSC)C1 (centres undefined),-10%
Cc1cccc(C)c1OC(=O)c1ccccc1,3%
Cc1cc(C(=O)NCCN2CCOCC2)c2ccccc2n1,14%
Cn1c(=O)c2c(ncn2CC(=O)Nc2cc(S(=O)(=O)N3CCCCC3)ccc2O)n(C)c1=O,24%
COc1cccc2c1C(=O)c1c(O)c3c(c(O)c1C2=O)CC(O)(C(C)=O)CC3OC1CC(N(C)C)C(O)C(C)O1 (centres undefined),0.56µM*

# The listing, previewed entries included:
Molecule,HCV inh
Cc1ccc(Cn2c(C(C)Nc3nc(-c4ccc(F)cc4)cs3)nc3cc(Cl)c(Cl)cc32)cc1 (centres undefined),7%
CCOC(=O)C1(Cc2ccccc2C)CCCN(C(=O)CSC)C1 (centres undefined),-10%
Cc1cccc(C)c1OC(=O)c1ccccc1,3%
Cc1cc(C(=O)NCCN2CCOCC2)c2ccccc2n1,14%
Cn1c(=O)c2c(ncn2CC(=O)Nc2cc(S(=O)(=O)N3CCCCC3)ccc2O)n(C)c1=O,24%
COc1cccc2c1C(=O)c1c(O)c3c(c(O)c1C2=O)CC(O)(C(C)=O)CC3OC1CC(N(C)C)C(O)C(C)O1 (centres undefined),0.56µM*
Cc1ccc(C(=O)NNC(=O)c2cccc3ccccc23)cc1,4%
CCC(C)n1c(C)cc(=O)n1C(C)CC (centres undefined),-13%
Cn1c(N)c(C(=O)CSc2nnc(N)s2)c(=O)n(C)c1=O,14%
O=C1c2cccc3cccc(c23)C(=O)N1CCCn1ccnc1,-19%
CCCCCn1c(=O)[nH]c2cc(C(=O)N3CCN(c4ccc(F)cc4)CC3)ccc2c1=O,?
C/C=C(/C)C(=O)O[C@@H]([C@H](O)c1cc2ccc(=O)oc2cc1OC)C(C)(C)O[C@@H]1O[C@H](CO)[C@@H](O)[C@H](O)[C@H]1O,7%
O=C(COc1cccnc1[N+](=O)[O-])N1CCC(Cc2ccccc2)CC1,1%
Nc1cc2c(cc1Cl)-c1ccc(Cl)cc1C2=O,?
C[C@@H](NC(=O)c1nc[nH]c1C(=O)NCCCCCNC(=O)OC(C)(C)C)c1ccccc1,?
CC[C@@]1(C(=O)OC)N[C@H](CN(C)C(=O)COC)[C@@H]2C(=O)N(Cc3ccccc3)C(=O)[C@@H]21,?
CC1=C2C3OC(=O)C(C)C3CCC2(C)C=CC1=NO (centres undefined),-6%
O=C(COc1ccc(Cl)cc1)OCc1ccc(Cl)cc1,17%
CCN(C[C@H]1N[C@@](C)(C(=O)OC)[C@H]2C(=O)N(C)C(=O)[C@@H]12)S(=O)(=O)c1ccc(OC(F)(F)F)cc1,0%
O=C(C[C@H]1C[C@H](C(=O)N2CCCCC2)[C@@]2(CCc3ccccc3)c3[nH]c4ccc(Cl)cc4c3CCN2C1=O)NCc1ccco1,8%
O=C(O)COc1ccccc1C=NNC(=O)c1ccccc1NS(=O)(=O)c1cccs1,7%
O=C(CCCl)N1c2ccccc2C=Cc2ccccc21,?
COc1ccccc1N1CCN(C(=O)[C@H](C)NS(=O)(=O)c2ccc3c(c2)OCCCO3)CC1,7%
O=C(COC(=O)CNC(=O)c1cccc(OC(F)F)c1)NCc1ccc2c(c1)OCO2,?
c1ccc(CCN2CCC3(CC2)OCCO3)cc1,12%
Cc1cc(/C=C2/SC(=S)N(c3cccc(C(F)(F)F)c3)C2=O)c(C)n1-c1cccnc1,1.6µM*
CCOC(=O)[C@@H]1[C@H]2COc3ccccc3[C@@H]2N2C(=O)N(c3ccc(F)cc3)C(=O)[C@]12C,-13%
CC(C)(C)OC(=O)C[C@@H]1C/C=C\C[C@H](CC(=O)NCCO)C(=O)NC[C@@H](c2ccccc2)OC1=O,5%
COc1ccccc1OCCNC(=O)c1ccc(NC(=O)CC2SC(N3CCCC3)=NC2=O)cc1 (centres undefined),-11%
O=C1Nc2ccccc2C1=O,1%
COc1cc(OC)c(C=NNC(=S)NC23CC4CC(CC(C4)C2)C3)c(OC)c1,?
Cc1cc(Nc2ccccc2Cl)c2ccccc2n1,?
Cc1cn(CC(=O)NCCc2ccccn2)c(=O)[nH]c1=O,2.8µM*
CC1=NNC(=O)C1Cc1ccccc1 (centres undefined),11%
CC1=C(C(=O)OCCOC(C)C)C(c2cccc3ccccc23)NC(=O)N1 (centres undefined),-10%
O=C(COC(=O)CC1CCCC1)Nc1ccc(Br)cc1F,9%
O=C(c1ccc(-c2ccccc2Cl)o1)N1CCCCCCC1,?
O=C(c1cc(S(=O)(=O)N2CCOCC2)ccc1Cl)N1CCCCC1CO (centres undefined),5%
CC(=NO)C1CCC2C3CCC4CC(=NO)CCC4(C)C3C(C)(O)CC12C (centres undefined),18%
Cc1c(Cl)cccc1N1C(=O)CC(NNC(=O)c2ccc3c(c2)OCO3)C1=O (centres undefined),4%
CCC[C@@H](CN1CCC[C@H]1CN1C(N)=NC[C@@H]1Cc1ccccc1)N1C[C@@H](Cc2ccccc2)N(CCc2ccc(Cl)c(Cl)c2)C1=N,9%
CC[C@]12c3[nH]c4ccc(Cl)cc4c3CCN1C(=O)[C@@H](CC(=O)NCCCn1ccnc1)C[C@@H]2C(=O)N1CCN(C(=O)c2ccco2)CC1,0%
Cc1cc(Br)ccc1SCC(=O)OCC(O)=C(C#N)c1nc2ccccc2[nH]1,7%
CSC(=NS(=O)(=O)c1ccc(N)cc1)NS(=O)(=O)c1cccs1,5%
Nc1nc(N)c2cnnn2n1,8%
CC(C)CC1NC(=O)c2cc(Cl)ccc2-n2c1nc1ccc(F)cc1c2=O (centres undefined),2%
Cc1cnc(NC(=O)c2cc(-c3ccccc3)nn2-c2ccccc2)s1,24%
COc1ccc(CN(C)C(=O)Cn2cnc3c(NCc4ccccc4)ncnc32)cc1OC,?
CC[C@@]1(C(=O)OC)N[C@H](CN(C)C(=O)c2ccc(C)cc2)[C@@H]2C(=O)N(Cc3ccccc3)C(=O)[C@@H]21,33%[activator][8.37 µM]
C=CCC1[C@H](C)[C@H]2[C@@H]3CC[C@@H](C3)[C@H]2CN1S(=O)(=O)c1ccc(C)cc1 (some centres undefined),-2%

# (continued)
Molecule,HCV inh
CN1C[C@@H]2[C@@H]3C(=O)N(Cc4ccccc4)C(=O)[C@@H]3[C@](C)(C1=O)N2C(=O)c1ccc(Cl)cc1,0%
Cc1ccc([C@@H]2CC=C(C(=O)O)[C@H](c3ccccc3)N2S(=O)(=O)c2ccccc2C)cc1,0%
Cc1ccccc1C(N)=O,8%
CCn1nc(C(=O)NNS(=O)(=O)c2ccc(C)cc2)c2ccccc2c1=O,4%
COc1cccc(CN2CCN(S(=O)(=O)c3ccccc3)CC2)c1OC,1%
COc1cccc(C(=O)OCC(=O)Nc2cc(C)on2)c1OC,0%
COc1ccc(OCCC(=O)OCC(=O)Nc2cccc(S(=O)(=O)N3CCCCC3)c2)cc1,-7%
Clc1ccc(Cl)c2sc(N3CCOCC3)nc12,13µM*
CN(C)S(=O)(=O)c1cccc(NC(=O)COC(=O)c2ccc3ccccc3n2)c1,7%
O=C(N[C@H]1C/C=C\C[C@@H](CC(=O)N(CCO)Cc2ccccc2)C(=O)N2CCC[C@H]2COC1=O)OCC1c2ccccc2-c2ccccc21,?
C=C1CCN([C@@H](Cc2ccccc2)C(=O)O)S(=O)(=O)c2ccccc21,10%
CN(C(=O)Cn1nc(C(=O)O)c2ccccc2c1=O)C1CCCCC1,-9%
O=C(NCC(=O)N1CCN(c2ncccn2)CC1)c1ccccc1F,5%
C=C1CCN([C@@H](CC(C)C)C(=O)NCc2cc(OC)c(OC)c(OC)c2)S(=O)(=O)c2ccccc21,-14%
CCC(=O)c1ccc(OCC(=O)NCCCN2CCOCC2)cc1,-5%
O=C(CCNC(=O)c1ccc(Cl)cc1)NCc1ccco1,6%
Cc1nc(CCNC(=O)CC2C(=O)NCCN2CC(C)(C)C)nc2c1CCC2 (centres undefined),23%
COc1cc(C(=O)N2CCC(C(N)=O)CC2)ccc1OCc1c(C)noc1C,10%
Oc1ccc(C(=Nc2ccccc2)c2ccccc2)c(O)c1,-13%
CC(=O)Nc1cc2c(cc1[N+](=O)[O-])-c1ccc(F)cc1C2,1%
CC(=O)c1ccc(-c2[nH]c3ccccc3c2CCN2C(=O)c3ccccc3C2=O)cc1,?
Nc1ncnc2c1ncn2[C@@H]1O[C@H](CNCc2ccc(OCC(=O)Nc3ccccn3)cc2)[C@@H](O)[C@H]1O,11%
O=C(CC1SC(N2CCOCC2)=NC1=O)Nc1ccccc1F (centres undefined),3%
N[C@@H]1CC[C@@]2(O)[C@H]3Cc4ccc(O)c5c4[C@@]2(CCN3CC2CC2)C1O5 (some centres undefined),-18%
CC(Sc1nc2ccccc2c(=O)n1CCCN1CCOCC1)C(=O)N1CCc2ccccc21 (centres undefined),-4%
CCCN(CCC)C(=O)C(c1ccccc1)C1(O)CCCCC1 (centres undefined),-8%
C[C@]12CCC3C(CC[C@H]4C[C@@H](O)CC[C@]34C)C1CC[C@@H]2OC(=O)[C@H](N)CCCCN (some centres undefined),?
COc1ccc(OC)c(NC(=O)COC(=O)CCc2ccc(S(=O)(=O)N3CCOCC3)cc2)c1,5%
C=CCn1c(SC)nccc1=O,11%
CCOC(=O)c1ccccc1NC(=O)CSc1nc2c(sc(=S)n2CC)c(=O)[nH]1,18%
CCC/C(C#Cc1ccc(N(C)C)cc1)=C1/c2ccccc2C(=O)N1c1ccccc1,-17%
O=C1CN(C(=O)COC(=O)[C@@H]2CC(O)CN2S(=O)(=O)c2ccc(Cl)cc2)c2ccccc2N1 (some centres undefined),14%
Nc1ccc(-n2nc3ccccc3n2)cc1,-12%
C=CC[C@@H](CC(=O)NCCO)C(=O)N[C@H](C)COC(=O)[C@@H](CC=C)CC(=O)OC(C)(C)C,4%
Cc1ccc(S(=O)(=O)N2[C@@H](c3ccc(C(C)(C)C)cc3)C(C(=O)O)=CC[C@H]2c2cccc(Cl)c2)cc1,6%
c1ccc(Sc2ccccc2CN2CCCC2)cc1,-2%
CCN1/C(=c2/s/c(=C3/C(=O)N(c4ccccc4)N=C3C)n(CC)c2=O)C=Cc2ccccc21,8%
CC[C@]12c3[nH]c4ccc(Cl)cc4c3CCN1C(=O)[C@@H](CC(=O)NCCC1=CCCCC1)C[C@@H]2C(=O)N1CCN(C(=O)c2ccco2)CC1,32µM*
CCOC(=O)[C@]12Cc3ccccc3[C@H]1N(Cc1ccccc1)C(=O)c1ccccc12,20%
Cc1noc(C)c1NC(=O)Nc1ccc2c(c1)C(=O)N([C@@H](C)CO)C[C@@H](C)[C@@H](CN(C)Cc1ccc3c(c1)OCO3)O2,0%

# An excerpt from the list above, for reference:
Molecule,HCV inh
CCN1/C(=c2/s/c(=C3/C(=O)N(c4ccccc4)N=C3C)n(CC)c2=O)C=Cc2ccccc21,8%
CC[C@]12c3[nH]c4ccc(Cl)cc4c3CCN1C(=O)[C@@H](CC(=O)NCCC1=CCCCC1)C[C@@H]2C(=O)N1CCN(C(=O)c2ccco2)CC1,32µM*
CCOC(=O)[C@]12Cc3ccccc3[C@H]1N(Cc1ccccc1)C(=O)c1ccccc12,20%
Cc1noc(C)c1NC(=O)Nc1ccc2c(c1)C(=O)N([C@@H](C)CO)C[C@@H](C)[C@@H](CN(C)Cc1ccc3c(c1)OCO3)O2,0%

# (more compounds)
Molecule,HCV inh
CCN1CCN(C(=O)/C=C/c2ccc(C(C)C)cc2)CC1,-17%
COC(=O)C1SCCN1S(=O)(=O)c1ccc(Cl)cc1 (centres undefined),0%
O=C(COC(=O)COc1ccccc1)NC1CCS(=O)(=O)C1 (centres undefined),-2%
O=C1NC(=S)NC1(c1ccccc1)c1ccccc1,6%
OCCOCCn1c(CCNc2nc(-c3ccc(F)cc3)cs2)nc2cc(C(F)(F)F)ccc21,?
COc1cc(NC(=O)c2c(-c3ccccc3Cl)noc2C)c2ncccc2c1,?
COc1cc(CC(=O)OCC(=O)NCc2cccs2)cc(OC)c1OC,18%
Cc1csc(NC(=O)Cc2ccc(Cl)cc2)n1,3%
O=[N+]([O-])c1c(NCc2ccco2)ncnc1NCc1ccco1,-17%
CC1([N+](=O)[O-])COC(C=Cc2ccccc2)OC1 (centres undefined),-5%
COc1ccc(C2C(Oc3ccccc3)C(=O)N2c2ccc(C)c(C)c2)cc1OC (centres undefined),11µM*
O=C1c2cc(Br)ccc2OC2C=CC=CC12 (centres undefined),2%
CCNc1nc(NCC)nc(N2CC(=O)N(CC(=O)OCC)C2=N)n1,?
COc1cccc(C=C2SC(=S)NC2=O)c1,11%
COC(=O)[C@]1(Cc2ccccc2)N[C@H](CN(C)S(=O)(=O)c2ccc(C(F)(F)F)cc2)[C@@H]2C(=O)N(Cc3ccccc3)C(=O)[C@@H]21,-2%[8.37 µM]
COc1ccc(NC(=O)Nc2cccc3c2O[C@H](CN(C)S(=O)(=O)c2cccs2)[C@@H](C)CN([C@H](C)CO)C3=O)cc1,1%
O=C(CCl)N1CCN(C(=O)C2COc3ccccc3O2)CC1 (centres undefined),?
Cc1cc(C(=O)NNC(=O)c2ccc(Cl)c(S(N)(=O)=O)c2)c(C)o1,5%
CC1OC(c2ccccc2)OC2COC(c3ccccc3)OC12 (centres undefined),13%
